Bioassay records from PubChem BioAssay.
S3 lipid droplet: qHTS Assay for Lipid Storage Modulators in Drosophila S3 Cells. Drosophila S3 cells, BODIPY lipid droplet fluorescence, 18-24 h; cells fed with added oleic acid. lipid storage change, negative = inhibition, % at the top dose, mostly 46.1 µM; hits show Potency in µM. actives 0.64% (n = 320,000); active = well fitted inhibition curve with a large enough effect in the signal ratio, with a control signal flat, not every such curve was filed as active; inconclusive = small, poorly fitted or top-dose-only effect, or effect the other way, or a change in a side signal; the % refers to the signal ratio
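Drosophila S3 cells loaded with oleic acid (400 uM, as added) and compounds at several concentrations; lipid droplets imaged by 488-nm laser-scanning cytometry, 500–530 nm intensity and object ratio to cell channel. Percent activity normalized to 20 uM Triacsin C.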
S3 lipid droplet cell count max: recorded beside S3 lipid droplet, whose call it bears; cell number change, %; measured here: cell count max response;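 cells counted by Cell Tracker Red CMTPX staining in the red channel; peak over a dose series mostly up to 46.1 µM; percent activity relative to internal control wells on each plate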
* = called active by the depositor. % is set by controls: 0 for no effect and ±100 for the full control effect; potency is the fitted concentration of half-maximal effect. A portion of the library; rates above refer to the full screens.

Results for C#CCOCCOCCOCCNc1nc(N2CCN(C(=O)[C@H](Cc3cc4ccccc4[nH]3)n3cc([C@@H](N)C(C)CC)nn3)CC2)nc(N2CCN(C(=O)[C@H](Cc3cc4ccccc4[nH]3)n3cc([C@@H](N)Cc4ccc(O)cc4)nn3)CC2)n1 (stereo not given in full) ?
S3 lipid droplet: -13%; S3 lipid droplet cell count max: -18

How did CCOc1ccc(C(=O)Nc2cc(C)ccn2)cc1 do in these assays?
S3 lipid droplet: -4%; S3 lipid droplet cell count max: 8

Results for O=C(Nc1ccc(Br)cc1)c1cccc(N2C(=O)C3CCCCC3C2=O)c1 (stereo not given) ?
S3 lipid droplet: inactive; S3 lipid droplet cell count max: -21

Results for Cc1c(C)c2cc(Cl)c(O)c(CN(C)C)c2oc1=O ?
S3 lipid droplet: inconclusive

How did CN(CC(=O)Nc1c(Cl)cccc1Cl)C(=O)c1ccncc1 do in these assays?
S3 lipid droplet: inactive; S3 lipid droplet cell count max: 22

What do the screens show for `COC(=O)c1cccc(Cn2nnc3ccccc3c2=O)c1`?
S3 lipid droplet: inconclusive

How did CCCCOc1ccc(C(=S)N2CCC(C(N)=O)CC2)cc1 do in these assays?
S3 lipid droplet: inconclusive

How did CCN(CC)C(=O)CSc1nc2ccccc2c(=O)n1CC1CCCCC1 do in these assays?
S3 lipid droplet: 5%; S3 lipid droplet cell count max: -21

What do the screens show for `CCOC(=O)C1=C(N)Oc2cc(C)n(CCc3ccc(OC)c(OC)c3)c(=O)c2C1c1cccnc1` (stereo not given)?
S3 lipid droplet: 8%; S3 lipid droplet cell count max: -28

Results for CCOC(=O)N1CCC(NC(=O)c2cc3c(-c4ccc(Cl)cc4)nn(C)c3s2)CC1 ?
S3 lipid droplet: inconclusive

What do the screens show for `CCCCOC(=O)/C=C\C(=O)OCCCC`?
S3 lipid droplet: 2%; S3 lipid droplet cell count max: 2

How did Cc1ccc(-c2noc(CCC(=O)NC3CC3)n2)cc1 do in these assays?
S3 lipid droplet: inactive; S3 lipid droplet cell count max: 13

What do the screens show for `CC(C)(C)NC(=O)C(=O)N/N=C/c1ccc(F)cc1`?
S3 lipid droplet: -4%

How did CCOC(=O)N1CCN(C(=O)CSc2nnc(COc3ccc(Cl)cc3)o2)CC1 do in these assays?
S3 lipid droplet: inactive

Results for CCN(CC)CCN1C(=O)C(=O)/C(=C(/O)c2cnn(-c3ccccc3)c2C)C1c1ccc(C)o1 (stereo not given) ?
S3 lipid droplet: inconclusive

The closing two entries of the section before lead into the next.
How did CCOC(=O)N1CCN(C(=O)CSc2nnc(COc3ccc(Cl)cc3)o2)CC1 do in these assays?
S3 lipid droplet: inactive

Results for CCN(CC)CCN1C(=O)C(=O)/C(=C(/O)c2cnn(-c3ccccc3)c2C)C1c1ccc(C)o1 (stereo not given) ?
S3 lipid droplet: inconclusive

What do the screens show for `O=C(CNC(c1ccccc1)c1ccccc1)Nc1cc([N+](=O)[O-])ccc1Cl`?
S3 lipid droplet: 29%

How did Cc1ccc(S(=O)(=O)c2nc(S(C)(=O)=O)sc2N2CCC(C)CC2)cc1 do in these assays?
S3 lipid droplet: inactive

What do the screens show for `Cc1cccc(OCC(=O)N/N=C/C=C/c2ccco2)c1`?
S3 lipid droplet: inconclusive

Results for COc1ccc2c(c1OC)C(=O)OC2n1c(O)c(N=NC(C)=O)c2ccccc21 (stereo not given) ?
S3 lipid droplet: 3%; S3 lipid droplet cell count max: 7

What do the screens show for `COc1ccc(CCNC(=O)COC(=O)c2ccc(N3CCCC3=O)cc2)cc1OC`?
S3 lipid droplet: inconclusive

What do the screens show for `Cc1cc2oc(C(=O)Nc3nonc3C)c(C)c2cc1C`?
S3 lipid droplet: inconclusive

How did CCOC(=O)CCCCCN(Cc1ccccc1)S(=O)(=O)c1ccc([N+](=O)[O-])cc1 do in these assays?
S3 lipid droplet: -7%; S3 lipid droplet cell count max: -1

What do the screens show for `COC(=O)c1cc(OC)c(OC)cc1NC(=O)CN1C(=O)c2ccccc2C1=O`?
S3 lipid droplet: inconclusive

What do the screens show for `COc1ccc(-n2nc(C(=O)NCC(=O)N3CCC(C(N)=O)CC3)c3ccccc3c2=O)cc1OC`?
S3 lipid droplet: inconclusive

Results for Cc1cc(C)nc(NS(=O)(=O)c2ccc(NC(=O)NC3CCCCC3)cc2)n1 ?
S3 lipid droplet: inconclusive

Results for CC(C(=O)NCc1ccc(F)cc1)c1ccc([N+](=O)[O-])cc1 (stereo not given) ?
S3 lipid droplet: inconclusive

Results for COc1ccc(NC(=S)NC(C)c2ccncc2)cc1OC (stereo not given) ?
S3 lipid droplet: inconclusive

Results for CC(=O)c1cccc(NC(=O)c2ccccc2OCc2ccc(F)cc2)c1 ?
S3 lipid droplet: -12%; S3 lipid droplet cell count max: 18

Results for CC(C(=O)NCc1ccco1)n1cc(C(=O)c2ccco2)c2ccccc21 (stereo not given) ?
S3 lipid droplet: inconclusive

What do the screens show for `O=C(Nc1ccc(Cl)cc1F)C1CCCN(C2=NS(=O)(=O)c3ccccc32)C1` (stereo not given)?
S3 lipid droplet: inconclusive

Next section; it opens with the 5 that closed the last part.
Results for CC(C(=O)NCc1ccc(F)cc1)c1ccc([N+](=O)[O-])cc1 (stereo not given) ?
S3 lipid droplet: inconclusive

Results for COc1ccc(NC(=S)NC(C)c2ccncc2)cc1OC (stereo not given) ?
S3 lipid droplet: inconclusive

Results for CC(=O)c1cccc(NC(=O)c2ccccc2OCc2ccc(F)cc2)c1 ?
S3 lipid droplet: -12%; S3 lipid droplet cell count max: 18

Results for CC(C(=O)NCc1ccco1)n1cc(C(=O)c2ccco2)c2ccccc21 (stereo not given) ?
S3 lipid droplet: inconclusive

What do the screens show for `O=C(Nc1ccc(Cl)cc1F)C1CCCN(C2=NS(=O)(=O)c3ccccc32)C1` (stereo not given)?
S3 lipid droplet: inconclusive

What do the screens show for `CCCCNC(=O)c1cc(S(=O)(=O)N2CCCCC2)oc1C`?
S3 lipid droplet: inconclusive

Results for C/C(N)=C(/C#N)C(=O)CSc1nc2ccccc2c(=O)n1-c1ccccc1C ?
S3 lipid droplet: inconclusive

How did COc1cnc(-c2ccccn2)nc1Oc1ccc(C(C)(C)C)cc1 do in these assays?
S3 lipid droplet: inconclusive

How did Cc1noc(C)c1COC(=O)/C=C/c1ccc(Cl)cc1 do in these assays?
S3 lipid droplet: inconclusive

What do the screens show for `Cc1ccc(-c2noc(CSc3nnc(-c4ccncc4)n3-c3ccc(C)cc3)n2)cc1`?
S3 lipid droplet: 2%; S3 lipid droplet cell count max: 7

What do the screens show for `CN1C(=O)NC(c2ccc(C(F)(F)F)cc2)C2=C1CC(C)(C)CC2=O` (stereo not given)?
S3 lipid droplet: -5%; S3 lipid droplet cell count max: -6

Results for CC1(C)C(=O)Nc2ccccc2N1C(=O)COC(=O)CSc1ccc(F)cc1 ?
S3 lipid droplet: inconclusive

How did O=C(c1ccc(F)cc1)N1CCC(C(=O)N2CCN(Cc3ccc4c(c3)OCO4)CC2)CC1 do in these assays?
S3 lipid droplet: inactive

How did O=C(Oc1ccccc1)Oc1ccc2c(c1)oc(=O)c1ccccc12 do in these assays?
S3 lipid droplet: -4%; S3 lipid droplet cell count max: -25

How did CCOC(=O)C1CCCN(S(=O)(=O)c2ccc3c(c2)CC(C)N3C(=O)C2CC2)C1 (stereo not given) do in these assays?
S3 lipid droplet: -13%; S3 lipid droplet cell count max: 4

Results for CCC(C)NC(=O)c1ccc(N2CC3CC(C2)c2cccc(=O)n2C3)c(NC(=O)c2ccc(Br)o2)c1 (stereo not given) ?
S3 lipid droplet: inconclusive

How did Cc1ccccc1CSc1nccn1-c1ccccc1 do in these assays?
S3 lipid droplet: -6%; S3 lipid droplet cell count max: -11

What do the screens show for `CCOC(=O)c1cc2sc(C)cc2n1CC(=O)NCCc1ccccc1`?
S3 lipid droplet: -4%; S3 lipid droplet cell count max: 6

How did Cc1ccc(C)c(OCC(=O)O/N=C(\N)c2ccccn2)c1 do in these assays?
S3 lipid droplet: inconclusive

Results for CCOc1ccccc1Nc1ccc(C(=O)O)cc1N ?
S3 lipid droplet: 0%; S3 lipid droplet cell count max: 2

Results for CCn1ccc(C(=O)Nc2sc3c(c2C(=O)OC)CCC3)n1 ?
S3 lipid droplet: inconclusive

Results for CCS(=O)(=O)N1CCCC(C(=O)NCCCOC(C)C)C1 (stereo not given) ?
S3 lipid droplet: 3%; S3 lipid droplet cell count max: -7

Results for COc1ccc(CCN(C)C(=O)c2cc(S(=O)(=O)NCc3ccccc3)ccc2C)cc1OC ?
S3 lipid droplet: inconclusive

What do the screens show for `COc1ccccc1NC(=O)c1ccc2nc(N3C(=O)CCC3=O)sc2c1`?
S3 lipid droplet: -20%; S3 lipid droplet cell count max: 9

How did COc1cc2nc(C3CC3)n(NC(=O)c3ccc(F)cc3)c(=O)c2cc1OC do in these assays?
S3 lipid droplet: inconclusive

What do the screens show for `O=C(NCCOc1cccnc1)C1CCC(=O)N(Cc2ccccc2F)C1` (stereo not given)?
S3 lipid droplet: -20%; S3 lipid droplet cell count max: -11

What do the screens show for `CCc1csc(CCNC(=O)C2CCC(=O)N(Cc3cccc(C(F)(F)F)c3)C2)n1` (stereo not given)?
S3 lipid droplet: 15%; S3 lipid droplet cell count max: 21

What do the screens show for `CC(=O)Oc1cccc(N2C(=O)CC(Nc3ccc(N4CCOCC4)cc3)C2=O)c1` (stereo not given)?
S3 lipid droplet: inconclusive

Results for NC(=O)C1CCN(C(=O)c2ccc(-c3ccccc3Cl)o2)CC1 ?
S3 lipid droplet: inconclusive

Results for CCOc1ccc(C(=O)NCCCn2ccnc2)cc1 ?
S3 lipid droplet: inconclusive

What do the screens show for `CC1CCc2c(sc(NC(=O)CSc3nnc(-c4ccccc4)o3)c2C#N)C1` (stereo not given)?
S3 lipid droplet: inconclusive

Results for CCCCn1cc(C(C)(C)C)c(C#N)c1NC(C)=O ?
S3 lipid droplet: -8%; S3 lipid droplet cell count max: 18

What do the screens show for `CC(=O)c1nccs1`?
S3 lipid droplet: inconclusive

Results for O=C1CC(c2nc3ccccc3[nH]2)CN1c1ccccc1 (stereo not given) ?
S3 lipid droplet: inconclusive

How did Cc1ccc(C(=O)CN(C(=O)c2ccc(Cl)cc2)N2C(=O)CCC2=O)cc1 do in these assays?
S3 lipid droplet: inconclusive

How did O=S(=O)(c1ccc(NCCOCCO)nc1)N1CCCCC1 do in these assays?
S3 lipid droplet: inconclusive

Results for CN(C(=O)C1CCCN1S(=O)(=O)c1ccc(Cl)cc1)c1ccccc1 (stereo not given) ?
S3 lipid droplet: inconclusive

How did CC1(C)CC(=O)C=C(NNC(=O)c2ccc(N)cc2)C1 do in these assays?
S3 lipid droplet: 0%; S3 lipid droplet cell count max: -18

What do the screens show for `O=C(Cc1ccccc1)Nc1c(Cl)ccc2nsnc12`?
S3 lipid droplet: inconclusive

Results for COc1ccc(CCn2c(C)ccc2C)cc1OC ?
S3 lipid droplet: 0%; S3 lipid droplet cell count max: -1

Results for Cc1ccnc(NC(=O)CCC(=O)N(CC(=O)NCc2ccc(F)cc2)c2ccc(F)cc2)c1 ?
S3 lipid droplet: inconclusive

Results for CCCOc1ccc(N2C(=O)C3ON(c4ccccc4)C(c4ccc(O)c(OC)c4)C3C2=O)cc1 (stereo not given) ?
S3 lipid droplet: inconclusive

Results for COc1cc(NC(=O)C2=CC(c3cccs3)=NS(=O)(=O)N2C)cc(OC)c1OC ?
S3 lipid droplet: inconclusive

What do the screens show for `CCOC(=O)c1cc(C(=O)Nc2ccccc2F)nn1C`?
S3 lipid droplet: 0%; S3 lipid droplet cell count max: 8

What do the screens show for `C=CCOC(=O)C1=C(C)NC(C)=C(C(=O)OCC=C)C1c1cn(-c2ccccc2)nc1-c1ccco1`?
S3 lipid droplet: 7%; S3 lipid droplet cell count max: 4

What do the screens show for `O=C(NCCCN1CCCC1=O)c1cccs1`?
S3 lipid droplet: inconclusive

How did Cc1ccc(NC(=O)CSc2n[nH]c(-c3ccco3)n2)cc1 do in these assays?
S3 lipid droplet: -13%; S3 lipid droplet cell count max: -15

How did COC(=O)c1ccc(OC(=O)c2ccc(OC)cc2)c(OC)c1 do in these assays?
S3 lipid droplet: inconclusive

What do the screens show for `COC(=O)c1ccccc1S(=O)(=O)NNC(=O)C1COc2ccccc2O1` (stereo not given)?
S3 lipid droplet: inconclusive

What do the screens show for `Fc1ccccc1OCCSc1ncnc2nc[nH]c12`?
S3 lipid droplet: -3%; S3 lipid droplet cell count max: -10

What do the screens show for `O=C1CCCN1c1ccc(S(=O)(=O)N2CCCCC2)cc1`?
S3 lipid droplet: inconclusive

Results for Cc1ccc(S(=O)(=O)/N=C(\CSC(N)=O)Nc2ccccc2)cc1 ?
S3 lipid droplet: inconclusive

What do the screens show for `CC(=O)N(C)c1ccc(NC(=S)Nc2cccc3ccccc23)cc1`?
S3 lipid droplet: 1%; S3 lipid droplet cell count max: -1

How did COc1cccc(NC(=O)C2CCCN(S(=O)(=O)c3ccc(-n4cnnn4)cc3)C2)c1 (stereo not given) do in these assays?
S3 lipid droplet: inconclusive

How did O=C(COc1ncnc2ccccc12)NC(=O)NCc1ccccc1 do in these assays?
S3 lipid droplet: inconclusive

Results for COc1ccc(C2c3sc(=O)[nH]c3SC3C4CCC(C4)C23)cc1OC (stereo not given) ?
S3 lipid droplet: inconclusive

What do the screens show for `COc1ccc(Cc2nnc(SCC(=O)N(C)c3ccccc3)o2)cc1`?
S3 lipid droplet: inconclusive

What do the screens show for `COc1ccnc(CS(=O)c2nc3cc(C(O)(F)F)ccc3[nH]2)c1OC` (stereo not given)?
S3 lipid droplet: 22%; S3 lipid droplet cell count max: 10
